Screening data from PubChem BioAssay.
HKDC1 inh – HKDC1 (human) hexokinase inhibition | Q2TB90 | recombinant HKDC1, G6PDH/diaphorase resazurin coupled fluorescence | actives 0.16% (n = 340,000) | inhibition, % at 20 µM;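 active = inhibition above about 35% when tested at 20 µM, limit read from the data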;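 also: plate controls were DMSO wells with enzyme for no effect and DMSO wells lacking enzyme for full effect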
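Test system: recombinant HKDC1 (HK5) hexokinase enzyme, produced in-house / Doses: 20 µM test compound, 1% DMSO / Timing: 90 min, room temperature / Detection: G6PDH/diaphorase-coupled fluorescence, 1 mM NADP, 100 µM resazurin, 525/613 nm / Control set: DMSO wells with and without enzyme mix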
UBC13 polyUb – human UBC13 polyubiquitination inhibition; UBC13 polyubiquitin chain formation, TR-FRET; inhibition, % at 20 µM; actives 0.47% (n = 330,000); AID 485273; in the data active = inhibition above about 45%, passing the limit was not always enough
Target sequence (P61088 whole entry, looked up): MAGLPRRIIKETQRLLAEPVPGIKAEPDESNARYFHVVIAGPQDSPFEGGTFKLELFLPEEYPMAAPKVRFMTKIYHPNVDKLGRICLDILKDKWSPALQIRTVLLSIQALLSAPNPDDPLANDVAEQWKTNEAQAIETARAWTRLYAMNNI
Gli-Sufu antag – blocks Gli-Sufu signaling in a luciferase reporter; Sufu-KO-LIGHT fibroblasts, Gli luciferase reporter luminescence; AID 588413; inhibition, % at 5 µM; actives 0.74% (n = 340,000);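 active = inhibition above about 55%, limit read from the data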;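 also: 0% = DMSO-treated cells and 100% = wells with medium but no cells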
697 NFkB inh – lowers PMA/ionomycin-induced NF-kB signal in 697 B cells. 697 B-cell NF-kB luciferase reporter, 16 h. actives 0.33% (n = 330,000). inhibition, % at 4 µM; in the data active = inhibition above about 35%
Jurkat NFkB inh – inhibitors of the PMA/ionomycin-induced NF-kB reporter in Jurkat cells; actives 0.53% (n = 330,000); PMA/ionomycin-induced NF-kB luciferase reporter, luminescence; inhibition, % at 4 µM
Apaf1 inhib – human Apaf-1 inhibition. inhibition, % at 20 µM. O14727. reconstituted apoptosome caspase-3 activity, DEVD-Rh110 fluorescence. actives 0.71% (n = 330,000); active = inhibition of at least 40% at 20 µM;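 also: plate controls were DMSO wells for no effect and DEVD-CHO caspase inhibitor wells for full effect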
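Assay system – apoptosome proteins · Medium – Hepes buffer, pH 7.5 · Also added – cytochrome c with DEVD-Rh110 · Timing – 30 min compound preincubation, 50 min activation, room temperature · Detection – Rh110 fluorescence, excitation 480 nm, emission 540 nm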
SENP7 inh – inhibitors of human SENP7 protease. Q9BQF6. recombinant SENP7, Z-RLRGG-aminoluciferin luminescence, 40 min. inhibition, % at 5 µM. actives 1.5% (n = 330,000);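 active = inhibition above about 50% at the single test dose, limit read from the data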;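 also: plate controls were DMSO with enzyme for no effect and no enzyme buffer wells for full effect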
Target sequence (Q9BQF6 706-1050 limits assumed): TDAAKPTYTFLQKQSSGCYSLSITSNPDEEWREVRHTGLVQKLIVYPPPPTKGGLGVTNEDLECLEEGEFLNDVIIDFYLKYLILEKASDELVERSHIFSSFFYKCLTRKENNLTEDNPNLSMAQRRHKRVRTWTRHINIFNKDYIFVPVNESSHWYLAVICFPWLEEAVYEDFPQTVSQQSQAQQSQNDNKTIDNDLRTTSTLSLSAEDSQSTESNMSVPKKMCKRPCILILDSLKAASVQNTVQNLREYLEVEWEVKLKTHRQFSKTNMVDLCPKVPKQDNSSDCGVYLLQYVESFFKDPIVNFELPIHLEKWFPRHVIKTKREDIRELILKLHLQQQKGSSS
SENP8 block – inhibitors of human SENP8 protease | Q96LD8 | purified SENP8, Z-RLRGG-aminoluciferin cleavage, luminescence | inhibition, % at 10 µM | actives 1.2% (n = 330,000)
Target sequence (Q96LD8 whole entry, looked up): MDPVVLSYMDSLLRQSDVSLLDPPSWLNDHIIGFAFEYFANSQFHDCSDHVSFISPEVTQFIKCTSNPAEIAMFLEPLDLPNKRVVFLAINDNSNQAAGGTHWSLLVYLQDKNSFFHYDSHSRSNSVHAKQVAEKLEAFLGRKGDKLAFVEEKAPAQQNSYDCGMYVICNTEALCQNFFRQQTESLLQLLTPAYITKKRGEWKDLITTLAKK
Active calls of the source: *; i = inactive; & = joins results of further samples. Rule as the data show it, unless noted: active = inhibition above about 50%; inactive = the rest. Some of the compounds tested; rates above refer to the full screens.

Start of the listing, in advance, 2 compounds:
SMILES	HKDC1 inh	UBC13 polyUb	Gli-Sufu antag	697 NFkB inh	Jurkat NFkB inh	Apaf1 inhib	SENP7 inh	SENP8 block
O=C1C2(Cl)C3(Cl)C4(Cl)C(Cl)(Cl)C5(Cl)C3(Cl)C1(Cl)C5(Cl)C24Cl (configuration not stated)	0	8	-3	5	-2	28	-10	-3
CCOC(=O)c1c(/N=C/C2C(=O)NC(=O)NC2=O)sc2c1CCC2	-3	-9	1	-3	-4	15	4	-9

The whole of this part, from the first entry:
SMILES	HKDC1 inh	UBC13 polyUb	Gli-Sufu antag	697 NFkB inh	Jurkat NFkB inh	Apaf1 inhib	SENP7 inh	SENP8 block
O=C1C2(Cl)C3(Cl)C4(Cl)C(Cl)(Cl)C5(Cl)C3(Cl)C1(Cl)C5(Cl)C24Cl (configuration not stated)	0	8	-3	5	-2	28	-10	-3
CCOC(=O)c1c(/N=C/C2C(=O)NC(=O)NC2=O)sc2c1CCC2	-3	-9	1	-3	-4	15	4	-9
CCCN1CCC[C@@H]2Cc3nc(N)ncc3C[C@H]21	-1	17	7	8	-3	-10	-6	10
Cc1cc(/C=C2/C(=O)NC(=O)N(Cc3ccco3)C2=O)c(C)n1-c1ccc(C(=O)O)cc1	6	-4	11	18	5	6	-4	6
CC(Cc1ccccc1)NC(=O)CN1CCCC1=O (configuration not stated)	-6	6	-2	15	7	-11	-3	-11
C=C[C@@H]1C2=CCOC(=O)C2=CO[C@H]1O[C@@H]1O[C@H](CO)[C@@H](O)[C@H](O)[C@H]1O	-4	13	-7	15	-15	-5	1	8
O=[N+]([O-])c1ccc(CNCCc2ccccc2)cc1	7	8	22	4	-1	-4	1	-8
CN(C)C(=O)Oc1ccc(Br)c2ccccc12	-3	-3	16	-6	1	-6	0	0
COc1cc(C(=O)NC(=S)N2C[C@H]3C[C@H](C2)c2cccc(=O)n2C3)cc(OC)c1OC	1	-2	8	0	11	0	-1	-2
Cc1ccc(-n2c(-c3cccs3)nc3ccccc3c2=O)cc1	1	-3	-9	-14	-38	26	2	2
C=CCn1c(O)c(C(CC)=NCc2ccc3c(c2)OCO3)c(=O)[nH]c1=O	-3	5	-7	32	-6	-6	-5	9
COC(=O)N1C(c2ccccc2)C1c1ccccc1 (configuration not stated)	-7	1	-4	11	-1	3	-1	-9
CC(C)[C@H]1C(=O)O[C@H](C(C)C)C(=O)N(C)[C@@H](C(C)C)C(=O)O[C@H](C(C)C)C(=O)N(C)[C@@H](C(C)C)C(=O)O[C@H](C(C)C)C(=O)N1C	0	3	84*	-32	10	14	-12	-13
CCOc1cccc(N2C(=O)CC(=O)NC2=O)c1	0	5	0	0	-3	-3	5	5
Cc1nc2ncnn2c(C)c1CCC(=O)N1CCC2(CC1)OCCO2	-2	-3	4	20	7	-9	-1	-1
CCN(CC)c1ccc(N=Cc2c(O)n(-c3ccc(OC)cc3)c(=O)[nH]c2=O)cc1	2	-38	-12	-11	-7	33	-1	-8
CCN(CC)C(=O)c1ccc(NC(=O)c2ccc(N3CCCC3=O)cc2)cc1	-5	8	-4	-8	5	32	0	-1
CC(C)c1ccc(C2N3CCCN23)cc1 (configuration not stated)	-10	0	-11	-27	5	6	4	5
Cn1cc(C(=O)OCC(=O)NC2(C#N)CCCC2)c2ccccc21	-3	6	-1	7	-6	7	9	2
O=c1[nH]c(=O)n(Cc2ccco2)c(O)c1C=NCc1ccco1	-7	8	6	-4	15	-11	7	-3
O=C(O)c1c[nH]c2ccc(S(=O)(=O)N(CCCl)CCCl)cc12	-4	5	5	-2	-1	-13	-2	-7
Cc1ccc2c(c1)N(C(=O)CCC(=O)N1CCC3(CC1)OCCO3)CC(C)O2 (configuration not stated)	-6	-2	-2	-10	1	-5	-1	2
CCN(CC)P(=O)(NC(=O)C(Cl)(Cl)Cl)N(CC)CC.[Cl-].[Cl-].[Cl-].[Nd+3]	6&5	29	-4&1	11	7	6	-11	-7
Cc1ccccc1C1=NCC(=O)N(CC(=O)NCc2ccco2)c2sc3c(c21)CCCC3	-2	4	9	0	4	13	-4	-10
CC1(C)COC(Nc2cccc(Cl)c2)=N1	-2	0	-2	-15	-17	-7	-9	-7
O=C1NC(=O)C(=Cc2ccc(Sc3ccccc3)o2)C(=O)N1	8	-9	-5	13	2	-9	1	7
CC12CCCCC1=NC(c1ccc(Br)cc1)N2O (configuration not stated)	11	9	5	11	8	-14	5	-1
CCSc1nnc(C(N)Cc2ccccc2)o1 (configuration not stated)	-3	6	0	6	-15	-3	-5	-5
CCCCN1CCC(C#N)(Nc2ccccc2)CC1	-7	0	5	27	-3	2	4	0
N#CCCn1cc(C(=O)O)c(-c2cccc([N+](=O)[O-])c2)n1	-1	-1	-2	19	5	-11	-1	3
CC(C)c1ccc(OCC(=O)N2CCCN(C)CC2)cc1	-4	12	-7	2	-28	-2	-6	3
Oc1ccc(C2=CCNCC2)cc1O	3	3	1	6	-9	-8	13	-15
CN1CCCN(C(=O)COc2ccc(Br)cc2)CC1	-5	-1	1	-7	2	-9	-20	-13
CN(C)CCN=Cc1c(O)n(-c2cccc(C(F)(F)F)c2)c(=O)[nH]c1=O	18	3	-4	-8	-15	-2	8	1
C/C(=N\NP(=S)(c1ccccc1)c1ccccc1)c1ccc(O)cc1O	1	10	5	4	-7	-25	5	-1
COC(=O)C1=C(c2ccc(OC)c(OC)c2)C[C@@H]2CC[C@H]1N2C(=O)NCC1CC1	-1	8	22	6	3	-26	2	0

In another format: results already given.
Second line of a record: HKDC1 inh, UBC13 polyUb, Gli-Sufu antag, 697 NFkB inh, Jurkat NFkB inh, Apaf1 inhib, SENP7 inh, SENP8 block
- CCCCN1CCC(C#N)(Nc2ccccc2)CC1
  -7, 0, 5, 27, -3, 2, 4, 0
- N#CCCn1cc(C(=O)O)c(-c2cccc([N+](=O)[O-])c2)n1
  -1, -1, -2, 19, 5, -11, -1, 3
- CC(C)c1ccc(OCC(=O)N2CCCN(C)CC2)cc1
  -4, 12, -7, 2, -28, -2, -6, 3
- Oc1ccc(C2=CCNCC2)cc1O
  3, 3, 1, 6, -9, -8, 13, -15
- CN1CCCN(C(=O)COc2ccc(Br)cc2)CC1
  -5, -1, 1, -7, 2, -9, -20, -13

Next part:
SMILES	HKDC1 inh	UBC13 polyUb	Gli-Sufu antag	697 NFkB inh	Jurkat NFkB inh	Apaf1 inhib	SENP7 inh	SENP8 block
CC1(c2ccc(Cl)cc2Cl)OCC(Cn2cncn2)O1 (configuration not stated)	-8	4	7	-7	8	-2	1	4
COc1ccccc1-n1c(O)c(C=Nc2c(C)n(C)n(-c3ccccc3)c2=O)c(=O)[nH]c1=O	15	-2	-1	10	-1	-7	6	4
c1cnc(N2CCNCC2)nc1	-3	8	8	11	-1	-7	6	5
COc1cccc(NP(=O)(Oc2ccccc2Cl)Oc2ccccc2Cl)c1	-4	-12	0	-82	24	20	-4	2
CCCCc1nc(N2CCNCC2)c(C#N)c2c1CSC(C)(C)C2	0	5	16	-27	-30	34	-11	-10
CCCCn1c(O)c(C(CC)=NCCN2CCCCC2)c(=O)[nH]c1=O	-4	11	9	4	1	3	3	3
CCN1CCN(Cc2cccnc2)CC1	-1	0	-30	16	5	-4	-8	4
CCN(c1ccc(C(O)(C(=O)OC)C(F)(F)F)cc1)S(=O)(=O)c1ccc(C)cc1 (configuration not stated)	-3	2	-4	-29	-10	15	7	5
O=c1[nH]c(=O)n(-c2ccc(Cl)cc2)c(O)c1C=Nc1ccc(S(=O)(=O)Nc2nccs2)cc1	1	1	1	8	4	-5	4	-2
O=c1[nH]c(O)c(C=Nc2ccc(F)c(Cl)c2)c(=O)[nH]1	-3	-9	-1	5	0	6	-7	-16
O=C1C2CCCN2C(c2ccncc2)N1c1ccc(Cl)c(Cl)c1 (configuration not stated)	1	9	2	-3	-9	5	1	-1
C=CCNC(=S)/N=C/c1c(O)[nH]c(=O)[nH]c1=O	-1	0	-8	11	6	-12	4	-4
COCCOC(=O)c1c(N)n(Cc2ccco2)c2nc3ccccc3nc12	7	-11	9	0	1	27	13	-4
O=C(Cn1nc(Cc2cccnc2)c2ccccc2c1=O)N1CCC2(CC1)OCCO2	-9	-3	6	-15	5	-1	3	-4
Cc1cccc(C)c1N1CCN(c2c(C)cccc2C)CC1	-5	4	8	-1	10	-4	-8	-1
CN1C(=O)N(C)C(=O)C2(Cc3cc(NC(=O)c4ccccc4Cl)ccc3N3CCCC32)C1=O (configuration not stated)	1	-15	-9	2	2	9	8	-14
O=C(CN1CC(c2ccccc2)CC1=O)Nc1ccccc1 (configuration not stated)	-3	1	-2	1	0	2	-2	0
O=C(Nc1cccc(Cl)c1)N1C[C@H]2C[C@@H](C1)c1cccc(=O)n1C2	9	-14	0	2	7	-6	-12	-4
CCN1CCN(S(=O)(=O)c2cnc(Cl)c(Br)c2)CC1	-9	-10	0	16	-6	7	-10	-8
C=CCN1CC[C@]23c4c5ccc(O)c4OC2C(O)CC[C@@]3(O)[C@H]1C5 (some centres not stated)	0	9	-24	0	-13	-7	6	7
c1ccc(CCNCc2cccnc2)cc1	-6	4	9	4	-10	-21	-15	6
Cc1ccccc1NC(=S)NC(NC(=O)CF)C(Cl)(Cl)Cl (configuration not stated)	4	1	11	7	-2	3	8	3
CC1CCCN(CC(=O)c2ccc(Cl)c(Cl)c2)C1 (configuration not stated)	7	5	0	5	2	1	4	0
C/C(=N\Nc1ccccc1)c1c(O)n(Cc2ccccc2)c(=O)[nH]c1=O	-6	8	1	5	3	16	0	6
CCC(C)n1c(O)c(/C=N/Nc2nc3c(c(=O)n(C)c(=O)n3C)n2C)c(=O)[nH]c1=S (configuration not stated)	-9	-55	6	8	-7	-17	6	-1
Cc1nn(-c2ccccc2)c2c1CC1(C(=O)N(C)C(=O)N(C)C1=O)C1CCCCN21 (configuration not stated)	-4	-13	0	-37	-4	14	-11	-6
CCc1ccc(N2C(=O)NC(=O)C(CCc3ccncc3)(CCc3ccncc3)C2=O)cc1	0	5	-6	4	-4	7	5	-5
COc1ccc(OC)c(N2C(=O)NC(=O)C(CCc3ccncc3)(CCc3ccncc3)C2=O)c1	12	7	0	11	8	-10	6	-3
Nc1ccccc1C(=O)OC1CSC1	-7	3	6	0	6	-5	14	-10
Cc1c2cnn(CC(=O)N3CCC4(CC3)OCCO4)c(=O)c2c(C)n1Cc1cccc(Cl)c1	8	-4	-19	-3	6	2	12	1
C#CC1(O)CCC2C3CCC4=C/C(=N/OCC(=O)NCC(=O)NC(C(=O)O)C(C)C)CC[C@]4(C)C3CC[C@@]21C (some centres not stated)	0	0	0	4	8	2	-3	-9
COC(=O)C1=C(c2cc3ccccc3o2)C[C@@H]2CC[C@H]1N2C(=O)NCc1cccc2ccccc12	-2	-9	5	3	15	23	3	3
CN(C)Cc1ccccc1OC(=O)N(C)C	-8	6	5	-8	-10	-3	-3	-8
CN1CC(C(=O)c2ccc([N+](=O)[O-])cc2)C(c2ccc(Cl)cc2)C1 (configuration not stated)	-3	2	45	-17	19	4	5	-8
[O-]c1ccccc1-[n+]1c(-c2ccccc2)cc(-c2ccccc2)cc1-c1ccccc1	-1	31	16	-42	13	21	-9	-7
C=CCN1C(=O)/C(=C/c2ccc(N3CCOCC3)o2)C(=O)NC1=S	-13	i	-7	1	8	-9	4	-1
NNC(=O)CN1C(=O)CN=C(c2ccccc2)c2cc(Br)ccc21	1	1	-3	9	-3	-6	2	-5
COc1cc(CN2CC3CC(C2)c2cccc(=O)n2C3)cc(OC)c1OC (configuration not stated)	8	-1	8	6	1	-3	-3	3
O=C([O-])c1ccc(-[n+]2c(-c3ccccc3)cc(-c3ccccc3)cc2-c2ccccc2)cc1	3	12	13	10	13	18	-8	3
COc1ccc(-n2c(O)c(C(C)=NCCN3CCNCC3)c(=O)[nH]c2=O)cc1	-2	-1	0	23	-8	5	6	1
